# Screening results (PubChem BioAssay)
# K1F lysis inhibition: inhibition of K1F phage lysis, E. coli UTI89, bacterial capsule biogenesis inhibitors, alamar blue (AID 488966) | E. coli UTI89 K1F phage lysis, alamar blue, 2 h; higher % means a stronger effect | one-dose inhibition, % at 100 µM; IC50 in µM for titrated hits | actives 0.02% (n = 340,000);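 active means phage lysis inhibition, versus mean bacterial control, above a set limit; inconclusive means no clear call, values can overlap the other calls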;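 further: capsule biogenesis inhibitors block K1F phage lysis so surviving cells raise fluorescence; higher fluorescence means more inhibition of phage lysis; actives were called in the ten point dose series up to 300 µM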
# Myeloid diff MLP: promotes myeloid progenitor differentiation. ER-HoxA9 myeloid progenitors, lysozyme-GFP differentiation, flow cytometry. calls only at 10 µM. actives 1% (n = 360,000). AID 624256;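 active means normalized GFP-positive differentiation at or above the plate's own cutoff, the solvent-only control mean plus 3 SD; inconclusive means no clear call, values can overlap the other calls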;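 further: cells exposed to compound for four days before flow analysis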
# Myeloid diff MLP GFP+ MAC1+ %: second read-out of Myeloid diff MLP, no call of its own (marks repeat the call); GFP+ MAC1+ double positive, %; measured here: differentiation confirmed by MAC1 staining
# Numbers without * were called inactive; i = inactive; ? = inconclusive; . = not tested or not shown; [ ] = dose if it differs, or a comment. Some of the compounds tested (hit frequency here may not be typical).
# The opening eleven compounds as a preview:
SMILES,K1F lysis inhibition,Myeloid diff MLP,Myeloid diff MLP GFP+ MAC1+ %
Cc1ccccc1-n1c(SCC(=O)NCC2CCCO2)nnc1-c1ccncc1 (stereo unspecified),-1.0%,i,0.3
OCCCCC#Cc1c(-c2ccsc2)sc2ccccc12,-0.7%,i,1.2
O=C(C=Cc1ccco1)c1cc(Cl)ccc1O,-2.8%,i,0.4
COc1ccc(COC(=O)CCc2cc(OC)c(OC)c(OC)c2)cc1F,-0.2%,i,0.7
O=C(OCC(=O)N1CCC(Cc2ccccc2)CC1)c1ccccc1NCCO,1.5%[50 µM],i,1.5
CCOC(=O)c1ccccc1NC(=O)c1ccc(Cl)c(S(=O)(=O)N2CCOCC2)c1,-3.5%,i,0.7
CCCC(O)(c1ccccc1)C(CN1CCOCC1)c1ccccc1 (stereo unspecified),0.2%,i,0.2
CCOc1ccc2oc(C(=O)OCC(=O)N3C(C)CCCC3C)c(C)c2c1 (stereo unspecified),1.2%[50 µM],i,1.1
O=C(CN1CCN(C(C(=O)Nc2cc(C(F)(F)F)ccc2Cl)c2ccccc2)CC1)NC1CC1 (stereo unspecified),0.1%[50 µM],i,0.1
Cc1ccc(-c2nn(-c3ccccc3)cc2C(=O)NCC(c2cccs2)N2CCOCC2)cc1 (stereo unspecified),1.1%[50 µM],i,1.3
COc1ccccc1NC(=O)CN1CCN(CC(=O)Nc2ccccc2F)CC1,0.0%,i,0.9

# Results, from the start:
SMILES,K1F lysis inhibition,Myeloid diff MLP,Myeloid diff MLP GFP+ MAC1+ %
Cc1ccccc1-n1c(SCC(=O)NCC2CCCO2)nnc1-c1ccncc1 (stereo unspecified),-1.0%,i,0.3
OCCCCC#Cc1c(-c2ccsc2)sc2ccccc12,-0.7%,i,1.2
O=C(C=Cc1ccco1)c1cc(Cl)ccc1O,-2.8%,i,0.4
COc1ccc(COC(=O)CCc2cc(OC)c(OC)c(OC)c2)cc1F,-0.2%,i,0.7
O=C(OCC(=O)N1CCC(Cc2ccccc2)CC1)c1ccccc1NCCO,1.5%[50 µM],i,1.5
CCOC(=O)c1ccccc1NC(=O)c1ccc(Cl)c(S(=O)(=O)N2CCOCC2)c1,-3.5%,i,0.7
CCCC(O)(c1ccccc1)C(CN1CCOCC1)c1ccccc1 (stereo unspecified),0.2%,i,0.2
CCOc1ccc2oc(C(=O)OCC(=O)N3C(C)CCCC3C)c(C)c2c1 (stereo unspecified),1.2%[50 µM],i,1.1
O=C(CN1CCN(C(C(=O)Nc2cc(C(F)(F)F)ccc2Cl)c2ccccc2)CC1)NC1CC1 (stereo unspecified),0.1%[50 µM],i,0.1
Cc1ccc(-c2nn(-c3ccccc3)cc2C(=O)NCC(c2cccs2)N2CCOCC2)cc1 (stereo unspecified),1.1%[50 µM],i,1.3
COc1ccccc1NC(=O)CN1CCN(CC(=O)Nc2ccccc2F)CC1,0.0%,i,0.9
COc1ccc(C(=O)[C@@H]2CC[C@](C)(C(=O)O)C2(C)C)cc1,2.2%,i,1.2
Cn1cncc1C#Cc1ccc2cc(C(C)(C)O)oc(=O)c2c1,-0.4%,i,1.4
CN(C(=O)c1cccc(NC(=O)Cc2ccc(NC(=O)C3CCCN(C(=O)c4ccccc4)C3)cc2)c1)C1CCCC1 (stereo unspecified),0.6%,i,1.4
Cc1c(C=C(C#N)c2ccc([N+](=O)[O-])cc2)c(=O)n(-c2ccccc2)n1C,3.6%,i,0.5
CCCCN(C(=O)c1ccc(N2CCCC2=O)cc1)c1c(N)n(CCCC)c(=O)[nH]c1=O,0.9%[50 µM],i,1.4
O=C(Cc1ccccc1)NCCS(=O)(=O)N1CCN(c2cccc(Cl)c2)CC1,0.3%[50 µM],i,1.1
Cc1cc(C)c(OCC(=O)OCC(=O)NCC2CCCCC2)c(C)c1,0.2%[50 µM],i,0.8
COc1ccc(C2=Nn3c(nnc3-c3ccccc3Cl)SC2)cc1OCC1CC1,-1.5%,i,1.8
CC(=O)c1cccc(NC(=O)CN2C(=O)NC(C)(c3ccc4c(c3)OCCCO4)C2=O)c1 (stereo unspecified),0.3%[50 µM],i,1.0
O=C(c1ccccc1)N1CCOC(O)(c2ccccc2)C1c1ccccc1 (stereo unspecified),3.4%,i,1.3
O=C(c1ccc(Cl)cc1)N1CCC2CC1c1cc(-c3ccccc3)ccc12 (stereo unspecified),0.2%,i,1.6
CC(=O)Nc1ccc(S(=O)(=O)NCCC(=O)OCc2nnc(-c3ccccc3)o2)cc1,1.1%[50 µM],i,0.6
COc1ccc(S(=O)(=O)N2CCC(C(=O)Nc3ccc(S(=O)(=O)N4CCCC4)cc3)CC2)cc1OC,0.5%[50 µM],i,1.2
COc1cc(C(=O)OCC(=O)N2CCCCCC2)c([N+](=O)[O-])cc1OC,0.1%[50 µM],i,0.2
CCN(Cc1nc2ccccc2c(=O)[nH]1)C(=O)c1cccc(S(=O)(=O)N2CCc3ccccc32)c1,-0.4%[50 µM],i,0.9
Cc1nn(CC(=O)N2CCN(S(=O)(=O)c3ccccc3)CC2)c(C)c1[N+](=O)[O-],0.5%[50 µM],i,0.9
Cc1ccc(NC(=O)CCN2C(=O)c3ccccc3C2=O)cc1C,0.3%,i,0.6
COc1ccc(C(=O)N2CCN(c3cccc(C)c3C)CC2)cc1S(=O)(=O)NC1CC1,-0.3%[50 µM],i,0.6
O=C(COc1ccccc1C(=O)NCc1ccccc1)Nc1ccccc1,0.0%[50 µM],i,1.1
C=C1C[C@@]23CCC4[C@@](C)(CCC[C@@]4(C)C(=O)OC)C2CC[C@]1(OC(C)=O)C3 (stereo partly specified),0.5%,i,0.8
COc1cccc(C(=O)CC(=O)C(=O)Nc2cc(OC)ccc2OC)c1,0.4%,i,0.5
Cc1cccc(OC(C)C(=O)Nc2nc(-c3ccncc3)cs2)c1 (stereo unspecified),1.5%[50 µM],i,0.8
Cc1nnc(SCCN2C(=O)c3ccccc3C2=O)nc1C,1.4%,i,2.4
O=C(CSc1nnc2ccc(-c3ccc(F)cc3)nn12)N1CCOCC1,0.7%[50 µM],i,0.5
COc1cccc2c1OCC(C(=O)Nc1nccs1)=C2,0.1%,i,0.8
CCN(CC)CCNC(=O)c1ccc(NC(=O)c2cc(-c3ccncc3)nc3ccccc23)cc1,0.3%[50 µM],i,1.0
COc1ccc2c(c1)O[C@H]1c3ccc(O)cc3OC[C@@H]21,0.8%,i,3.0
CN1OC[C@@H]2CN(Cc3cc(Cl)cc(Cl)c3)[C@H](c3cccc(Br)c3)C[C@@H]21,0.1%,i,0.5
COc1ccc(/C=C2\SC(=S)N(CCC(=O)Nc3ccccc3C(=O)O)C2=O)cc1,0.0%,i,0.6
O=C(Nc1cccc(Cl)c1)c1nc[nH]c1C(=O)NCCCCNC(=O)c1[nH]cnc1C(=O)Nc1cccc(Cl)c1,0.5%,i,0.7
S=c1nc[nH]c2c1ncn2-c1ccc(Cl)cc1,-1.5%,i,0.4
O=C(CSc1ccc(Cl)cc1)NC(=O)c1ccccc1,0.5%[50 µM],i,0.4
NC(=O)NN=C1CCn2cccc21,-0.8%,i,1.2
O=C(COC(=O)Cn1[nH]c(=O)c2ccccc2c1=O)NNC(=O)c1ccccc1,0.9%[50 µM],i,1.1
O=C1C(c2ccccc2)c2ccccc2N1Cc1ccccc1 (stereo unspecified),2.5%,i,0.3
CCOc1ccccc1NC(=O)COC(=O)c1ccccc1SCC(=O)N1CCCC1,1.4%[50 µM],i,0.4
CN(Cc1ccccc1)C(=O)c1cccc(NC(=O)Cc2ccc(NC(=O)C3CCN(C(=O)C4CC4)CC3)cc2)c1,0.3%,i,0.9
COc1ccc(CN2CCN(C(=O)C3CCN(C(=O)Nc4ccccc4)CC3)CC2)cc1OC,0.3%[50 µM],i,0.5
O=C1c2cccc3cccc(c23)C(=O)N1CC1CCN(S(=O)(=O)c2ccccc2)CC1,0.5%,i,0.1
N#Cc1ccccc1NC(=O)C(=O)NCC1CCCN1S(=O)(=O)c1cccs1 (stereo unspecified),0.9%[50 µM],i,1.1
Cc1ccc(Cn2c(SCC(=O)N(C)C3CCS(=O)(=O)C3)nc3ccccc3c2=O)cc1 (stereo unspecified),-0.2%[50 µM],i,1.5
COc1cc(OC)c(C(=O)OCC(=O)N2CCN(S(=O)(=O)c3ccc(C)cc3C)CC2)cc1OC,0.3%[50 µM],i,1.2
NS(=O)(=O)c1ccc(CCNC(=O)COC(=O)C2COc3ccccc3O2)cc1 (stereo unspecified),0.9%[50 µM],i,0.9
O=C(OCc1nnc(-c2ccc([N+](=O)[O-])cc2)o1)C1CCN(C(=O)c2ccc(F)cc2)CC1,0.1%[50 µM],i,0.4
Cc1ccccc1-c1cc(C(=O)NCc2cccs2)nn1CC1CC(c2cccc([N+](=O)[O-])c2)=NO1 (stereo unspecified),1.6%,i,2.9
O=C(COC(=O)C1CC1)Nc1ccc(S(=O)(=O)N2CCOCC2)cc1,0.7%,?,.
Nc1ccc(C=C2C=Cc3ccccc32)cc1,3.7%,i,1.7
C=CCC[C@H](Cc1ccc(F)cc1)C(=O)OC[C@H](C)NC(=O)[C@@H](CC=C)CC(=O)N[C@H](CO)Cc1ccccc1,0.3%,i,0.5
CCCCN(C(=O)c1ccc2c(c1)OCCO2)c1c(N)n(CCCC)c(=O)[nH]c1=O,0.1%[50 µM],i,0.3

# Continuation:
SMILES,K1F lysis inhibition,Myeloid diff MLP,Myeloid diff MLP GFP+ MAC1+ %
CCN(CC(=O)NCc1cccs1)C(=O)CCC(=O)c1ccc(F)cc1,0.6%[50 µM],i,1.0
COc1ccc(C(=O)COC(=O)c2ccc3c(c2)NC(=O)CS3)c(OC)c1,1.0%[50 µM],i,0.2
O=C(c1ccco1)N1CCN(Cc2cc(=O)c(OCc3ccccc3F)co2)CC1,1.2%[50 µM],i,1.1
Cc1ccc(C)c(NC(=O)C(c2ccccc2)N2CCN(CC(=O)N3CCOCC3)CC2)c1 (stereo unspecified),0.8%[50 µM],i,0.6
COc1cc(OC)c(C(=O)OCC(=O)NC23CC4CC(CC(C4)C2)C3)cc1OC,-0.3%[50 µM],i,0.5
N#CCCN(C(=O)CN1CCN(S(=O)(=O)c2ccc3c(c2)OCCO3)CC1)c1ccc(F)cc1,0.6%[50 µM],i,0.6
Cc1ccccc1CC(=O)N1CCN(S(=O)(=O)c2ccc(Cl)s2)CC1,-1.5%,i,1.1
CCCCc1ccc(NC(=O)Nc2cc(C)nn2C)cc1,0.2%,i,0.1
CCc1ccc(C(=O)Nc2cc(S(=O)(=O)N3CCOCC3)ccc2N2CCOCC2)cc1,-0.2%[50 µM],i,0.6
O=C(NCC(c1cccs1)N1CCOCC1)C1CCN(S(=O)(=O)c2cccc(C(F)(F)F)c2)CC1 (stereo unspecified),0.0%[50 µM],i,0.4
CCCN(C1CCS(=O)(=O)C1)S(=O)(=O)c1cc(OC)ccc1OC (stereo unspecified),1.5%[50 µM],i,0.9
COc1ccc(NC(=O)CSc2nnc3ccc(-c4cccnc4)nn23)c(OC)c1,1.0%[50 µM],i,0.9
CCCC1OC(c2cc3c(cc2Cl)OCO3)OCC1CC (stereo unspecified),4.1%,i,1.2
CON(C)C(=O)CCN(Cc1ccccc1)C(=O)OC(C)(C)C,-1.2%,i,1.4
Cc1cc(C(=O)NN=C(CCC(=O)O)c2cccs2)c(C)o1,0.9%[50 µM],i,0.2
O=C(c1cc(=O)[nH]c2ccccc12)N1CCN(Cc2ccc3c(c2)OCO3)CC1,0.3%[50 µM],i,0.2
COCCN(CC(=O)Nc1cccc(C)c1C)C(=O)Cc1cccs1,0.7%[50 µM],i,0.4
CC(C)[C@H](NC(=O)N1c2ccccc2NC(=O)[C@@H]1C(C)C)C(=O)N[C@H](C(=O)O)c1ccccc1,3.0%,i,2.0
C=CCn1c(COc2cccc(C)c2)nnc1SCC(=O)c1c(N)n(C)c(=O)n(C)c1=O,-0.2%,i,0.6
CSc1ccc(Cl)c(C(=O)OCC(=O)N2CCNC2=O)c1,0.3%[50 µM],i,0.4
Cc1ccc(NC(=O)c2ccc(S(=O)(=O)N3CCCCC3)cc2)nc1,1.1%[50 µM],i,0.9
C[C@@H]1C(c2ccc(F)cc2)=NN(c2ccc(Br)cc2)[C@H]1C(=O)N1CCOC1=O,0.3%,i,2.3
COc1ccccc1CNC(=O)COC(=O)c1ccco1,0.0%[50 µM],i,0.5
O=C(NCCc1ccc(Cl)cc1)C(=O)Nc1cc2c3c(c1)CC(=O)N3CCC2,-1.5%,i,0.3
Cc1ccc(-c2cc(C(F)F)nc3sc4c(=O)[nH]cnc4c23)cc1,0.8%[50 µM],i,1.3
Cc1cc(NC(=O)C(C)N2C(=O)c3ccccc3S2(=O)=O)no1 (stereo unspecified),1.8%[50 µM],i,1.1
C[C@H](CO)N1C[C@H](C)[C@@H](CN(C)C(=O)Nc2ccc3c(c2)OCO3)Oc2ccc(NC(=O)CCC(F)(F)F)cc2C1=O,1.2%,i,1.1
CC(=O)Nc1ccc(NC(=O)COC(=O)C2CCC(C(C)(C)C)CC2)cc1 (stereo unspecified),-1.5%,i,1.0
O=C(O)C1OC(C(=O)O)C(C(=O)O)C1C(=O)O (stereo unspecified),-1.9%,i,1.4
COc1ccc(C=NNc2nc3ccccc3s2)cc1,-0.1%,i,0.8
